# NPR2 activator = GC-B (human) receptor activation | P20594 | 370,000 compounds, 0.11% hits | HEK293-GC-B cells, CNP EC30, cGMP TR-FRET; 0% at EC30 CNP, 100% saturating CNP | activation, % at 10 µM;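 active = activation at 10 µM reaching about 35% in either raw or pattern-adjusted values, limit read from the data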
# PRMT1 FP inh = PRMT1 (human) inhibition, primary screen. inhibition, % at 2.79 µM. Q99873. 370,000 compounds, 1.3% hits. recombinant PRMT1, activity-based probe fluorescence polarization;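 active = inhibition above about 21% made by adding two undisclosed values, limit read from the data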
# HTRA1 inh = inhibitors of human serine peptidase HTRA1; recombinant HTRA1, FP-rhodamine activity-based probe, fluorescence polarization; inhibition, % at 5.96 µM; 340,000 compounds, 0.5% hits; Q92743; in the data active = inhibition above about 36%;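 also: 0% = enzyme with DMSO and 100% = wells lacking enzyme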
# SIAE primary = human SIAE inhibition, primary screen; Q9HAT2; SIAE FP-Rh probe binding, fluorescence polarization; inhibition, % at 9.66 µM; 370,000 compounds, 0.69% hits;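 active = inhibition above a cutoff: mean of compounds within the control limits plus 3 SD of those, cut at about 17% in these data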;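 also: 0% = plate median of compound wells and 100% = probe without SIAE protein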
# Target sequence (Q9HAT2 whole entry, looked up): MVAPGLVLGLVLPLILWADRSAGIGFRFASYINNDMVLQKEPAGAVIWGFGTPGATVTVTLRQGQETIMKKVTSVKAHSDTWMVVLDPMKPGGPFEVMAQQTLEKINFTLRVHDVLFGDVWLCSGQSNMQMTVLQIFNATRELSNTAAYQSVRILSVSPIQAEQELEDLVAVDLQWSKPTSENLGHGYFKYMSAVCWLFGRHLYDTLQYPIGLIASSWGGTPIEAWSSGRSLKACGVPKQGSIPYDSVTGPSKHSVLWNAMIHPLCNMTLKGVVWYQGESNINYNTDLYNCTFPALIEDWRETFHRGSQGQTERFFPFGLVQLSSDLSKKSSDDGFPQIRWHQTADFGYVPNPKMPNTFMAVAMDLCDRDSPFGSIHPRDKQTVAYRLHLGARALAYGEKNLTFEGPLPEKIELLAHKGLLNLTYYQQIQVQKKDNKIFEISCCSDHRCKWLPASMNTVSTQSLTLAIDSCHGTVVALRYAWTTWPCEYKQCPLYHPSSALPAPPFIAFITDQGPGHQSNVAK
# ABHD4 inh = ABHD4 (mouse) inhibition, primary FP screen | purified mABHD4, FP-Rh probe fluorescence polarization | inhibition, % at 8.92 µM | AID 720543 | Q8VD66 | 370,000 compounds, 0.54% hits;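 active = inhibition exceeding the mean over every tested compound plus 3 SD, cut at about 30% in these data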;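 also: 0% = plate median of compound wells and 100% = S159A mutant with DMSO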
#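 Doses – 8.92 µM, single dose · Material – wild-type mouse ABHD4 protein · Replication – single well per compound (singlicate) · Measure – percent inhibition of probe binding, normalized to plate controls · Schedule – 45 min compound pre-incubation plus 60 min probe step, 25 °C · Detection – fluorescence polarization with parallel and perpendicular emission, 525/598 nm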
# TCR-CD3 inh = inhibitors of human TCR-CD3 interaction; TAMRA-labeled TCR probe fluorescence, biochemical; inhibition, % at 9.4 µM; 360,000 compounds, 0.37% hits; AID 651800; in the data active = inhibition above about 19%;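 also: recombinant mutant TCR 2C K166C tagged with TAMRA read by polarization; 0% = receptor in buffer alone and 100% = receptor with positive control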
# NPR1 activator = GC-A (human) enzyme activation | P16066 | activation, % at 10 µM | 370,000 compounds, 0.14% hits | HEK293 GC-A cells, cGMP TR-FRET, EC30 ANP; 0% at EC30 ANP, 100% saturating ANP; in the data active = activation above about 40%
# rCAG binder = r(CAG) repeat RNA binding; TO-PRO-1 dye displacement fluorescence; inhibition, % at 3 µM; 370,000 compounds, 1.3% hits; AID 651821;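 active = inhibition above the plate cutoff, the mean of all test compounds on that plate plus 3 SD, cut at about 35% in these data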;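 also: 0% = DMSO alone and 100% = 100 µM mitoxantrone as full dye displacement; higher means more dye released from RNA so lower well fluorescence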
# UHRF1 MBD2 ctr = blocks human UHRF1 binding to methylated DNA; Q96T88; UHRF1 binding to methylated oligo, TR-FRET; inhibition, % at 4.4 µM; 370,000 compounds, 0.75% hits; AID 687016; in the data active = inhibition above about 21%;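 also: UHRF1 SRA domain binding a hemimethylated CpG hairpin DNA probe; 0% = median of test compound wells and 100% = reference inhibitor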
# MBD2 DNA inh = blocks human MBD2 binding to methylated DNA | TR-FRET, MBD2 binding to methylated oligonucleotide | 370,000 compounds, 0.31% hits | AID 686964 | inhibition, % at 4.4 µM | Q9UBB5; in the data active = inhibition above about 13%
# Target sequence (Q9UBB5 whole entry, looked up): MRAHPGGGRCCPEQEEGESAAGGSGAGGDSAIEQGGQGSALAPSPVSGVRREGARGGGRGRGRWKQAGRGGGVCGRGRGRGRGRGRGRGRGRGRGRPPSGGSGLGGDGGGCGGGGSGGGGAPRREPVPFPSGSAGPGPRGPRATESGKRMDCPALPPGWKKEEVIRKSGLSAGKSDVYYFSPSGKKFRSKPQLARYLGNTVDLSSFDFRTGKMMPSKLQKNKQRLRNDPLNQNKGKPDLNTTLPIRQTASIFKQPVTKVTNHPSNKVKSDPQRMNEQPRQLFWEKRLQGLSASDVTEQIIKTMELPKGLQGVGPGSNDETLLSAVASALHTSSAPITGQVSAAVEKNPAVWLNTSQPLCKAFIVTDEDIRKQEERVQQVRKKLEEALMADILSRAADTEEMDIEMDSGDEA
# * = called active by the depositor; · = not tested or not shown. The list is partial; count on the stated rates, not on these rows.
SMILES,NPR2 activator,PRMT1 FP inh,HTRA1 inh,SIAE primary,ABHD4 inh,TCR-CD3 inh,NPR1 activator,rCAG binder,UHRF1 MBD2 ctr,MBD2 DNA inh
O=C(CN1CCN(S(=O)(=O)c2ccc(Br)s2)CC1)NC1CCCCC1,-3,0,0,-4,-1,-1,2,2,-2,0
C[C@H](CO)N1C[C@H](C)[C@H](CN(C)C(=O)Nc2cccc(F)c2)Oc2cc(Br)ccc2S1(=O)=O,-12,1,·,0,-21,4,-16,4,0,3
O=C1c2cc(F)ccc2OC2(CCNCC2)C12CC(c1ccccc1)=NO2 (stereo not given),-2,-2,3,4,4,-4,-1,13,-1,-5
COc1cccc2sc(N(CCN(C)C)C(=O)c3ccc(S(=O)(=O)N4CCCC4)cc3)nc12,0,-1,-5,-1,0,2,-6,-4,1,-4
Cn1c(=O)c2c(nc(N3CCN(Cc4ccccc4)CC3)n2CC(=O)c2ccccc2)n(C)c1=O,0,4,3,-4,-4,-7,-4,-2,2,2
Cn1c(CCNC(=O)OC(C)(C)C)n[nH]c1=S,3,-1,-7,1,-4,-1,3,0,0,-1
Cn1c(=O)c(=O)n(C)c2cc(S(=O)(=O)N3CCCC3C(=O)Nc3ccc(F)cc3)ccc21 (stereo not given),1,3,2,4,0,-1,3,0,1,2
C=CCSc1nnc(NC(=O)c2c(CC)noc2C)s1,0,0,3,1,1,-2,-2,1,-2,-2
Cc1nn(CC(=O)NCCC2=CCCCC2)c(C)c1S(=O)(=O)N(C)C,5,-2,31,1,9,6,3,1,-1,-4
O=C(CN1CCCCCC1)NCCN1C(=O)S/C(=C\c2ccccc2Cl)C1=O,-1,18,-14,-6,9,-3,-2,1,-10,-8
COC(=O)c1cc(NC(=O)c2ccc(OC)cc2)c(=O)oc1C,-7,1,4,1,-1,5,-2,-1,3,4
CC1CCCC(NC(=O)Cn2c(Cl)nc3c2c(=O)n(C)c(=O)n3C)C1C (stereo not given),2,0,2,2,3,8,0,2,1,-2
O=S(=O)(NC1CCCCC1)c1ccc(-c2csnn2)s1,0,1,-9,-3,-3,-4,-1,9,0,0
COC(=O)C[C@H]1c2cc(C(F)(F)F)ccc2S(=O)(=O)N1Cc1ccccc1OC,0,-1,-14,-2,-6,3,0,-4,0,3
CCOC(=O)c1cc2c(=O)n3ccccc3nc2n(Cc2ccco2)c1=NC(=O)c1ccc(OC)cc1OC,-2,17,-7,-6,3,2,-4,16,-1,-5
CC(C)(CN1CCCC1)NS(=O)(=O)c1ccc(Cl)cc1,5,-5,-1,2,2,6,1,2,1,-4
CC(=O)c1ccc(NC(=S)NC(=O)Cc2ccc(Cl)cc2)cc1,-3,0,-3,0,-2,5,1,-1,4,0
CC(C)OC(=O)/C(C#N)=C\c1cccnc1,10,-3,4,1,5,2,-3,-4,1,0
Cc1ccc(C(=O)NCc2ccc3c(c2)OCO3)o1,6,-1,1,3,-4,1,4,0,3,4
Cc1cc(C)nc(NS(=O)(=O)c2ccc(CC(C)C)cc2)c1,-1,5,-3,1,0,0,2,-6,2,6
OCC1SC(O)C(O)C(O)C1O (stereo not given),6,-7,·,3,1,5,5,0,-1,-2
CNc1nc(C)nc(-c2ccccc2O)n1,-2,-3,-3,2,1,7,7,1,-1,6
CCCCOCCCNC(=O)C[C@@H]1C[C@@]2(C(=O)OC)CC(C)(C)CC=C2N(Cc2cccc3ccccc23)C1=O,4,1,·,-5,2,-6,-3,7,2,2
CC1CCCN(C(=O)C(=O)Nc2ccc3nc4n(c(=O)c3c2)CCCCC4)C1 (stereo not given),0,-3,3,-2,-4,0,3,-1,0,-2
CC(=O)NC(c1ccccc1)c1cc([N+](=O)[O-])c2cccnc2c1O (stereo not given),1,13,53*,5,22,-5,1,9,-9,-9
CC1(C)Cc2c(C#N)c(SCCO)nc(N3CCOCC3)c2CO1,-5,-3,4,3,5,-2,2,-2,0,3
COc1ccc(C(c2oc(CO)cc(=O)c2O)c2oc(CO)cc(=O)c2O)cc1,0,-1,5,0,6,7,-4,0,0,0
COc1ccc(-c2cc(C(F)(F)F)nc(SCC(=O)Nc3ccc4c(c3)OCO4)n2)cc1,2,-1,3,0,3,-2,-2,0,4,6
c1cncc(CNc2nc(N3CCOCC3)nc(N3CCOCC3)n2)c1,4,-1,-1,5,-8,7,3,-5,-1,2
CCOC(=O)c1c(C)oc2c1cc(O)c1ccccc12,-16,2,1,1,21,0,18,8,5,-2
COc1ccc(NC(=O)c2cncc(Br)c2)cc1S(N)(=O)=O,-7,-6,2,-5,1,3,-5,-1,4,-1
O=C(NC(=S)N1CCN(Cc2ccccc2)CC1)c1ccco1,-1,-6,6,-7,-7,-3,5,-4,-4,-2
O=C1c2ccccc2C(=O)N1c1nc2nccc(-c3ccccc3)n2n1,-11,1,-1,14,0,-2,-2,-1,1,4
Cc1noc(C)c1S(=O)(=O)N(CC(=O)NC1CCCC1)c1ccc(C(C)C)cc1,-1,-2,6,-3,1,2,-7,-3,-1,-1
COc1ccccc1-c1c(C)nn2c(N)c(-c3ccc(Cl)cc3)cnc12,2,1,13,-1,-1,0,-2,-2,0,0
COc1ccc(NC(=O)COc2ccc3c(c2)OCO3)cc1,2,1,-1,-1,-1,-4,0,0,1,-5
CCN(CC(=O)Nc1ccc(NC(C)=O)cc1)C(=O)c1ccc(S(=O)(=O)N2CCCC2)cc1,0,1,10,12,2,2,1,1,2,-6
O=C(OC(C(=O)NCc1ccc2c(c1)OCO2)c1ccc(Cl)cc1)c1ccco1 (stereo not given),-7,2,-24,-6,-22,4,-20,0,1,1
Cc1ccc(S(=O)(=O)N2CCCC(C(=O)NC3CC3)C2)cc1 (stereo not given),-1,-8,5,-5,-1,8,0,0,2,-2
COc1ccc(-c2nnc(N3CCOCC3)c3ccccc23)cc1,2,0,12,-1,5,-7,0,-5,0,9

# The last 4 compounds of the section before are carried over, then new ones follow.
SMILES,NPR2 activator,PRMT1 FP inh,HTRA1 inh,SIAE primary,ABHD4 inh,TCR-CD3 inh,NPR1 activator,rCAG binder,UHRF1 MBD2 ctr,MBD2 DNA inh
CCN(CC(=O)Nc1ccc(NC(C)=O)cc1)C(=O)c1ccc(S(=O)(=O)N2CCCC2)cc1,0,1,10,12,2,2,1,1,2,-6
O=C(OC(C(=O)NCc1ccc2c(c1)OCO2)c1ccc(Cl)cc1)c1ccco1 (stereo not given),-7,2,-24,-6,-22,4,-20,0,1,1
Cc1ccc(S(=O)(=O)N2CCCC(C(=O)NC3CC3)C2)cc1 (stereo not given),-1,-8,5,-5,-1,8,0,0,2,-2
COc1ccc(-c2nnc(N3CCOCC3)c3ccccc23)cc1,2,0,12,-1,5,-7,0,-5,0,9
CCOc1ccccc1N1CC(C(=O)N2CCOCC2)CC1=O (stereo not given),0,3,0,2,2,-1,-1,0,3,5
Cc1cc(Br)cn2c(Cc3ccccc3C(F)(F)F)c(-c3cccc(Br)c3)nc12,-1,10,·,-14,-45,0,-5,47*,10,7
Cc1ccc(S(=O)(=O)N2CCCCC2)cc1NC(=O)c1ccco1,-1,0,3,-5,7,1,1,3,1,-1
CCN(CC)C(=O)CSc1nc2ncc(Br)cc2[nH]1,-7,0,3,-6,-2,-3,2,2,7,9
CN(C)S(=O)(=O)n1cc(/C=C(\NC(=O)c2ccccc2)C(=O)NCCN2CCOCC2)c2ccccc21,2,1,-4,-2,1,6,3,2,-2,0
COC(=O)c1ccc(CSC2=NC[C@@H]3[C@@H]4C(=O)N(Cc5ccccc5)C(=O)[C@@H]4[C@](C)(C(=O)OC)N23)cc1,-3,3,8,5,2,-9,2,0,-1,-3
CCCCc1nnc(NC(=O)CSc2nc(C)cc(=O)[nH]2)s1,-4,7,4,0,-10,0,-5,2,3,7
COc1ccccc1NC(=S)N(CCc1nc2cc(C)c(C)cc2[nH]1)Cc1cccnc1,1,-2,-4,7,5,-6,1,-2,-1,2
Cc1ccc(CN(C(=O)c2ccc([N+](=O)[O-])cc2)C2CCS(=O)(=O)C2)o1 (stereo not given),-6,4,2,-2,2,3,-7,0,2,-2
Cc1ccc(-c2nc(CSCC(=O)NCC3CCCO3)c(C)o2)cc1 (stereo not given),7,-3,-11,-2,-4,-4,-5,-5,1,0
Cc1ccc(C2OC(=O)C=C2c2ccccc2)cc1 (stereo not given),-3,2,-3,-2,0,-4,-3,2,3,-2
Cn1cnc(S(=O)(=O)NC2CCN(Cc3c(F)cccc3Cl)CC2)c1,4,-4,0,1,-3,4,1,-3,1,-6
OC(CNCCNc1ncccc1C(F)(F)F)Cn1ccc2ccccc21 (stereo not given),-10,-1,7,-2,5,1,-8,-4,1,8
O=C(NC(c1ccc(F)cc1)c1ccc2ccccc2n1)C1CCN(Cc2ccc3ccccc3n2)CC1 (stereo not given),-2,-3,·,4,-19,-3,-7,4,-2,-2
CCOc1ccc(-n2nnnc2SCC(=O)N2CCOCC2)cc1,4,-1,6,1,5,3,1,-1,0,-1
O=C(CCc1ccc(O)cc1)NN=Cc1cc(Br)ccc1O,-1,-1,-22,14,-1,2,7,8,-2,-3
Cc1ccc(NC(=O)Nc2cc(C(F)(F)F)c[nH]c2=O)cc1,-2,-5,-26,2,2,6,-2,10,-2,6
Nc1cc(-c2ccc(Br)cc2)nc2cc(-c3ccccc3)nn12,2,-3,-47,-10,-28,1,4,21,1,1
COc1ccc(C(=O)N/C(=C\c2cn(S(=O)(=O)N(C)C)c3ccccc23)C(=O)NCCN2CCOCC2)cc1,2,0,3,12,-3,-12,3,2,-4,-7
O=C(O)c1ccccc1C(=O)OCc1ccccc1,4,-2,-10,-7,-6,3,5,1,1,-9
Cc1ccc(-c2nnc(-c3ccc(NC(=O)c4cccs4)cc3)o2)cc1,-17,-3,-8,3,-13,8,-33,2,-4,2
Cc1cccc2cc3cccc(C)c3nc12,-4,0,2,-8,0,4,-15,2,-2,4
CN1CCN(CC(=O)Nc2nc3c(s2)CCCC3)CC1,-3,2,5,2,2,0,2,0,1,1
O=C(COc1ccccc1)OCc1cc(-c2ccco2)on1,-4,6,-7,-3,5,-5,-3,2,13,7
Cn1c(C(=O)OC(C(=O)NCc2ccco2)c2ccncc2)cc2sccc21 (stereo not given),-2,-1,-10,1,-8,8,-2,-4,0,2
Cc1ccc(-n2nnc(-c3nccs3)n2)cc1,-1,1,-10,1,-4,-8,1,1,5,0
CC1(c2nc3ccccc3[nH]2)CCC2=Nc3ccccc3CN21 (stereo not given),-1,5,·,8,-1,-2,-5,2,13,7
CC(=O)N1N=C(c2cccc([N+](=O)[O-])c2)OC1(C)c1cccs1 (stereo not given),4,-1,-1,12,2,-2,-5,-2,-2,-2
O=S(=O)(/N=C(/c1ccc(Cl)cc1)N1CCOCC1)c1ccc(Cl)cc1,-10,-1,4,10,5,4,-9,-8,-2,1
Oc1ccc(NCc2cccs2)cc1,-3,20,37*,20*,54*,21*,2,2,-2,-1
CC(C)c1ccc(NC2CCCN(C(=O)CCn3cnnn3)C2)cc1 (stereo not given),-5,0,6,15,4,13,-2,-5,-2,-5

# Marked active in SIAE primary, among the entries above:
molecule	NPR2 activator	PRMT1 FP inh	HTRA1 inh	SIAE primary	TCR-CD3 inh	NPR1 activator	UHRF1 MBD2 ctr	MBD2 DNA inh
Oc1ccc(NCc2cccs2)cc1	-3	20	37*	20*	21*	2	-2	-1

# High-throughput results deposited in PubChem BioAssay by several laboratories.
